Assay outcomes (PubChem)
dFosB act: activators of mouse delta FosB homodimer | P13346 | purified delta FosB, TAMRA-CDK5 oligo fluorescence polarization; percent of positive-control signal above neutral wells | activation, % at 25 µM | 340,000 compounds, 0.99% hits | AID 493131;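 active = mean activation above about 17%, with every replicate also reaching it, limit read from the data, passing the limit was not always enough; inconclusive = only one of the two conditions met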;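 also: fluorescence polarization rise as delta FosB binds a TAMRA Cdk5 AP-1 oligo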
Target sequence (P13346 whole entry, looked up): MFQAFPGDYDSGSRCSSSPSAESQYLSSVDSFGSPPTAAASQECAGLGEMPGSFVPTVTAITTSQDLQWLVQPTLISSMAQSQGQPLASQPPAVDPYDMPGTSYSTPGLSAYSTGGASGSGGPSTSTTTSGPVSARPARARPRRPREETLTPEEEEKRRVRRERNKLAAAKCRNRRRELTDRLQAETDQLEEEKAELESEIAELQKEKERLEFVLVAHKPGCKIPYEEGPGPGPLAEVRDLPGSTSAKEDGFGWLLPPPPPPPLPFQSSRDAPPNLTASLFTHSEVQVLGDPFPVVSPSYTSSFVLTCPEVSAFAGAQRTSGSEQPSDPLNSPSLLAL
CAL PDZ FP-1: human CAL PDZ-peptide interaction inhibition. AID 504414. purified CAL PDZ, TMR-peptide fluorescence polarization, 1 h. inhibition, % at 20 µM. Q9HD26. 330,000 compounds, 0.02% hits;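 active = highest replicate inhibition of at least 40%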;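 also: plate controls were DMSO neutral control wells for no effect and unlabeled competitor peptide control wells for full effect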
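Read-out basis: mP drop reported as inhibition | Assay system: Tagged CAL PDZ protein CerCALP, purified | Benchmarks: Unlabelled peptide for full inhibition, DMSO wells as neutral | Schedule: 1 h incubation at room temperature before polarization reading | Buffer or medium: Sodium phosphate/NaCl buffer pH 7.4 with TCEP, IgG, Thesit | Doses: Single point, 20 µM | Measured by: Fluorescence polarization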
V-ATPase pHluor: alters yeast V-ATPase proton transport; S. cerevisiae, pHLuorin cytosolic pH fluorescence; response, % at 10 µM; 350,000 compounds, 0.37% hits; AID 504577; in the data active = response mostly above about 7.3%, no sharp cut-off; inactive = mostly below about 5.4%; also: actives read high; inactives centre near 0; some compounds called inactive have numbers as strong as hits
MITF TRPM1 HTS: MITF TRPM1 promoter activation in melanoma cells. 300,000 compounds, 0.75% hits. AID 588334. SK-MEL-5 TRPM1-promoter luciferase, 24 h; % of positive control, neutral wells = 0. activation, % at 12.5 µM;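 active = mean activation of at least 80% with every replicate also reaching 80%; inconclusive = mean reaches 80% but some replicate falls short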;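 also: 0% = neutral control wells and 100% = parthenolide positive control wells; values of inactives mirror those of a sister screen read the other way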
Rtt109 HAT inh: blocks Candida albicans Rtt109/Vps75 acetyltransferase activity; 330,000 compounds, 0.16% hits; purified Rtt109/Vps75, ThioGlo CoA-SH fluorescence, 4 h; inhibition, % at 34.9 µM; Q5AAJ8;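 active = inhibition of at least 50% in every replicate; inconclusive = best replicate reaches 50% inhibition but some replicates fall short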
Target sequence (Q5AAJ8 whole entry, looked up): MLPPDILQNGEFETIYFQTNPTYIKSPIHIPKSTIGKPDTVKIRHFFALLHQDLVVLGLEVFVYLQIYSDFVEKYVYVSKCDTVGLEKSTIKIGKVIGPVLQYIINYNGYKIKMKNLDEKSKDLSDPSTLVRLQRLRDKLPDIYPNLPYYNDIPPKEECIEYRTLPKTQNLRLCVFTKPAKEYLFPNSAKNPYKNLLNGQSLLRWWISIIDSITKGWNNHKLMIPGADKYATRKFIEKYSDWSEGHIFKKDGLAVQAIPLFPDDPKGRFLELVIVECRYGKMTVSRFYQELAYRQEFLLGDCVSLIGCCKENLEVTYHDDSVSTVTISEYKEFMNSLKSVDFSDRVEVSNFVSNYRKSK
Wnt bcat act: activates Wnt/beta-catenin signaling in a reporter cell assay; activator, plate reader; activation, % at 9.35 µM; 300,000 compounds, 1.2% hits; in the data active = activation above about 30%, passing the limit was not always enough; inconclusive = no clear call, values can overlap the other calls;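 also: 0% = neutral control wells and 100% = positive control wells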
Tat transport: blocks Tat-dependent protein export in E. coli; E. coli MC4100 TorA-mCherry Tat export, fluorescence; inhibition, % at 10 µM; 340,000 compounds, 0.036% hits;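 active = mean replicate inhibition at least 50% and at least half of replicates individually reaching 50%; inconclusive = only one of the two criteria met; inactive = neither criterion met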;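 also: exported cargo escapes ClpAP degradation while cytoplasmic cargo is degraded and loses fluorescence; 0% = median of neutral control wells and 100% = median of NaSCN control wells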
CAL PDZ FP-2: blocks peptide binding to the human CAL PDZ domain | Q9HD26 | purified CAL PDZ, TMR-peptide fluorescence polarization, 1 h | inhibition, % at 24.9 µM | 300,000 compounds, 0.92% hits | AID 602252;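 active = mean inhibition of at least 30% with at least half of replicates also reaching 30%; inconclusive = no clear call, values can overlap the other calls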;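 also: 0% = DMSO neutral control and 100% = excess unlabeled competitor peptide PRC23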
CDK5 p35 inh: CDK5/p35 (human) kinase inhibition | Recombinant CDK5/p35, ADP-Glo luminescence, 60 min | inhibition, % at 10 µM | 330,000 compounds, 0.01% hits;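 active = highest replicate inhibition of at least 50% and at least 75% of replicates reaching 50%; inconclusive = only one of the two criteria met; inactive = both criteria failed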;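 also: plate controls were DMSO neutral control for no effect and GW8510 at 10 µM for full effect; many of its hits are not listed in these tables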
RTF Ca sens act: cardiac RTF calcium sensitization; P19429+P45379; IANBD-labeled TnC RTF fluorescence at EC20 calcium; 0% EC20 calcium, 100% full calcium; 340,000 compounds, 0.24% hits; activation, % at 7.2 µM;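 active = activation above the mean over all tested compounds plus 3 SD, cut at about 30% in these data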;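 also: rise in fluorescence read as greater calcium sensitivity of cardiac thin filaments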
Active calls of the source: *; i = inactive; ? = inconclusive; · = not tested or not shown.

A first look:
SMILES	dFosB act	CAL PDZ FP-1	V-ATPase pHluor	MITF TRPM1 HTS	Rtt109 HAT inh	Wnt bcat act	Tat transport	CAL PDZ FP-2	CDK5 p35 inh	RTF Ca sens act
O=C(NCC(=O)N1CCN(S(=O)(=O)c2cccs2)CC1)c1ccc(Cl)cc1	2	-0.6	-1	-3	12	-1	6	4	-0.5	2
Cc1cc(/C=C2/C(=O)NN(c3ccccc3)C2=O)c(C)n1-c1cccc(O)c1	-2	-0.5	1	16	14	-6	-6	4	2.9	1

All compounds of this part, from the first entry:
SMILES	dFosB act	CAL PDZ FP-1	V-ATPase pHluor	MITF TRPM1 HTS	Rtt109 HAT inh	Wnt bcat act	Tat transport	CAL PDZ FP-2	CDK5 p35 inh	RTF Ca sens act
O=C(NCC(=O)N1CCN(S(=O)(=O)c2cccs2)CC1)c1ccc(Cl)cc1	2	-0.6	-1	-3	12	-1	6	4	-0.5	2
Cc1cc(/C=C2/C(=O)NN(c3ccccc3)C2=O)c(C)n1-c1cccc(O)c1	-2	-0.5	1	16	14	-6	-6	4	2.9	1
c1ccc(OCCOCCOc2ccccc2)cc1	16	-1.6	0	44	3	3	0	·	1.6	-4
Fc1ccc(C2=CC(c3cccs3)n3nnnc3N2)cc1 (stereo unspecified)	-5	-1.1	2	·	0	6	6	·	-3.0	3
Cc1cccc(NC(=O)c2ccc(Cl)c(S(=O)(=O)N3CCc4ccccc43)c2)n1	-10	-1.2	-7	-15	-9	-4	5	0	-0.7	-3
Cc1oc(-c2ccc(Cl)cc2)nc1CS(=O)CC(=O)NCCCN(C)C1CCCCC1 (stereo unspecified)	-13	0.1	0	·	?	-4	-7	-2	-0.1	1
CC1CCCCN1CCNC(=O)C1CCCN(c2ncnc3c2nc2n3CCCCC2)C1 (stereo unspecified)	3	-1.1	-2	-1	3	-2	-5	3	0.1	1
CN(CCCNC(=O)CCC(=O)N1CCOc2ccccc21)Cc1ccccc1	0	-0.3	1	-10	2	-2	-8	·	0.2	4
COc1ccc(NC(=O)NCc2ccco2)c(OC)c1	-2	-2.6	1	-4	-1	6	1	-1	0.1	8
COc1cc(C(=O)NC(C)c2ccc3ccccc3c2)cc(Cl)c1O (stereo unspecified)	3	-1.3	-3	-12	10	-2	-3	1	-2.2	-7
CC(=O)Nc1ccc(-c2nnc(SCC(=O)c3ccc4c(c3)Cc3ccccc3-4)n2C)cc1	-2	·	2	-7	13	-3	3	-3	-0.3	4
Cc1ccc(C)c(N2CCN(C(=O)CCS(=O)(=O)c3ccc4c(c3)oc(=O)n4C)CC2)c1	-5	-3.2	-1	-6	-4	-2	-2	0	-2.6	0
Cc1ccc(N2C(=O)CC(Nc3cccc4ccccc34)C2=O)cc1 (stereo unspecified)	-11	0.4	2	·	-1	1	-2	-6	1.3	-5
CC(C(=O)N1CCN(c2ccc(Cl)cc2)CC1)c1ncc(C(F)(F)F)cc1Cl (stereo unspecified)	2	-0.6	3	-6	9	-2	17	-6	3.4	-2
CCOC(=O)c1ccc(NC(=O)C2CC(=O)N=C(N)S2)cc1 (stereo unspecified)	-4	-1.6	2	6	7	3	-4	-6	-0.5	-2
CC(=O)NCc1cccc(CNC(C)=O)n1	6	1.2	0	·	1	·	-8	4	-1.2	-2
O=C1CC2(CCN(C(=O)c3c(F)cccc3F)CC2)Oc2ccccc21	-3	-1.9	0	-12	-15	-1	13	-3	2.2	5
Cc1cc(C)c(C#N)c(SCc2ccccc2C)n1	-1	-2.3	2	-7	20	·	6	1	-2.4	2
O=C(CCN1C(=O)/C(=C/c2ccccc2F)SC1=S)NCCc1ccc(O)cc1	11	-1.4	2	2	-14	1	-5	-3	-2.7	-7
CCCSc1nnc(NC(=O)Nc2ccc(C)cc2)s1	?	-0.9	-1	·	12	11	-2	·	-1.2	·
COc1ccc(C(=O)C[n+]2cccc(Br)c2)cc1	5	0.0	0	-5	-2	6	-7	32*	0.4	1
O=C(c1ccc(S(=O)(=O)Nc2ccc(F)cc2)cc1)N1CCN(c2ccccn2)CC1	-8	-1.3	-3	-10	-5	1	7	·	-0.5	1
O=C(COC(=O)/C=C/c1ccccc1Cl)NC(=O)NCc1ccccc1	1	-0.8	3	-4	2	0	5	·	0.1	-1
O=C(NCc1ccccc1)c1ccc(COCC(F)(F)F)o1	-2	-0.6	-2	-8	-6	0	-4	-3	-2.5	11
O=S(=O)(c1ccc2nc(Cc3ccccc3)[nH]c2c1)N1CCOCC1	3	0.0	3	3	2	·	-19	-1	5.1	9
SMILES	dFosB act	CAL PDZ FP-1	V-ATPase pHluor	MITF TRPM1 HTS	Rtt109 HAT inh	Wnt bcat act	Tat transport	CAL PDZ FP-2	CDK5 p35 inh	RTF Ca sens act
CCN(CC)S(=O)(=O)c1ccc(Cl)c(NC(=O)c2ccncc2)c1	2	-0.3	0	-2	1	0	-2	-3	0.2	0
CC(C)OCCCNC(=O)c1ccc(CS(=O)(=O)Cc2ccccc2F)o1	-7	0.0	1	-3	6	-4	0	-3	0.6	-3
O=C(CSc1cn[nH]n1)Nc1cccc(C(F)(F)F)c1	-2	-0.6	-5	-3	-3	-1	-11	-1	-0.2	2
COc1cc(C(=O)OC(C)C(=O)N2CCc3ccccc3C2)ccc1OCC(=O)N1CCOCC1 (stereo unspecified)	-12	-2.0	2	·	0	-3	0	-4	-1.5	1
COc1ccc(NC(=O)CSc2nc3c([nH]c4ccccc43)c(=O)n2C)cc1	6	-1.2	-1	-22	-6	-3	8	·	-0.5	-2
CCC(C)C(NS(=O)(=O)c1ccc(C)cc1)C(=O)O (stereo unspecified)	2	-2.3	0	-6	-2	·	2	-1	-0.7	-1
COc1ccc(C=NNC(=O)c2ccccc2OCc2ccc(F)cc2)c(OC)c1	-2	-3.4	-1	16	3	0	-1	·	-6.2	0
CC(=O)Nc1ccc(-c2csc(NCc3ccco3)n2)cc1	-5	-1.4	2	123*	1	·	1	-5	2.3	8
Cc1cc(Cl)cc(Cl)c1OCCCCN(C)C	-3	-1.9	0	0	21	-4	-3	0	-1.5	5
Cc1cccc(Oc2ncnc(N)c2[N+](=O)[O-])c1	8	-0.8	0	5	1	15	-1	-6	0.1	3
CCOc1ccccc1CN(CCc1ccc2c(c1)OCO2)Cc1ccccn1	-5	-0.3	-4	-5	-3	·	-3	0	-1.3	0
O=C(COC(=O)c1cc(=O)c2ccccc2o1)Nc1ccc2ccccc2c1	3	-0.4	1	-13	-6	·	2	-2	0.8	2
C/C(N)=C(/C#N)C(=O)COC(=O)c1cccc(C)c1O	0	0.5	0	30	-6	8	6	-5	-1.6	-2
CC(=O)c1cccc(NC(=O)C2C3C=CC(C3)C2C(=O)O)c1 (stereo unspecified)	-1	-1.2	1	2	-2	-2	-2	·	0.2	8
COC(=O)c1ccccc1NC(=O)Nc1cccs1	3	-0.4	-2	5	3	·	-3	-4	-2.7	-5
Cc1ccc(CNC(=O)CCc2nnc(Cc3ccc(-c4ccccc4)cc3)o2)o1	-8	0.3	0	-6	2	1	2	-5	-0.3	-3
O=C(/C=C/c1ccccc1)Nc1scc(-c2ccccc2)c1C(=O)O	3	-1.7	0	40	13	15	-2	3	-0.2	0
O=Cc1cc(-c2ccccc2)[nH]c1-c1ccccc1	7	-0.5	-2	·	-1	-1	-7	2	-0.2	0
COc1cc(F)ccc1S(=O)(=O)NCc1cccnc1	1	0.2	1	·	-3	-1	-19	-3	2.0	3
Oc1ccccc1Cc1c(O)ccc2ccccc12	-9	-0.6	3	-6	11	-3	4	0	-0.6	2
COc1ccc(Cl)cc1NC(=O)C(C)Sc1nncn1C (stereo unspecified)	1	-3.5	-2	-7	-2	1	-2	3	-0.5	4
COc1ccc(C(=O)COC(=O)c2cccnc2SC)cc1	6	-2.7	6	6	8	4	-2	-3	-3.4	0
O=C1CCCC2=C1C1(O)C(=O)c3ccccc3C1(O)O2 (stereo unspecified)	5	0.7	-4	-1	-10	·	6	-1	-3.0	3
COc1cc(N)ccc1Cc1ccc(N)cc1OC	6	·	0	-5	5	-3	-3	56*	-1.0	-5
O=[N+]([O-])c1cccc(NC(=S)N2CCc3ccccc32)c1	-1	-0.7	2	1	-5	15	-3	-4	0.9	-3
SMILES	dFosB act	CAL PDZ FP-1	V-ATPase pHluor	MITF TRPM1 HTS	Rtt109 HAT inh	Wnt bcat act	Tat transport	CAL PDZ FP-2	CDK5 p35 inh	RTF Ca sens act
CCCn1c(N)c(C(=O)CSc2nnc(C3CC3)n2C2CC2)c(=O)[nH]c1=O	-5	0.3	0	5	14	-4	22	-1	5.8	0
Cn1nc(C(=O)NNC(=O)c2ccccc2F)c2ccccc2c1=O	-2	-0.4	1	-2	-1	2	-7	1	0.3	4
O=c1cc(Nc2ccc3c(c2)OCCO3)[nH]c(=O)n1-c1ccc(Cl)cc1	-4	-0.1	-1	4	6	-19	-9	1	0.2	1
Cc1cc(=O)[nH]c(SCC(=O)Nc2c(C)n(C)n(-c3ccccc3)c2=O)c1C#N	-2	0.6	1	1	0	-3	-1	-2	1.5	-2
CCn1cc(CN2CCC(C(=O)Nc3ccc(Oc4cccnc4)cc3)CC2)cn1	0	-0.2	1	-6	-4	0	-1	0	-1.5	-1
COc1ccc(Cc2nnc(SCC(=O)Nc3ccccc3)[nH]c2=O)cc1	-4	-2.8	-1	16	5	5	1	-1	-2.2	-4
O=C(Nc1ncc(S(=O)(=O)c2ccc([N+](=O)[O-])cc2)s1)c1cccc2ccccc12	2	-5.6	-4	-3	6	-2	-2	-5	1.0	2
O=C(NCC(F)(F)F)Nc1ccccn1	-6	-0.9	0	10	-4	·	2	·	-1.3	1
Cc1ccc(-c2noc(CCC(=O)Nc3cc(C)ccn3)n2)cc1	1	-0.4	-2	·	-6	-2	6	-5	0.8	-3
Cc1cc(Br)c(NC(=O)CCl)c(Br)c1	6	-2.4	3	10	-1	-4	-4	0	-2.8	4
Oc1c(C=Nc2ccccc2Cl)[nH]c2ccccc12	1	-2.0	1	7	-2	29	2	0	-0.6	6
C(#CC1CCCC1)c1ccc2c(c1)COc1c3ccccc3nn1-2	-5	-0.1	-3	119*	-5	42*	-4	-5	1.3	-8
O=C(CCN1CCN2CCCC2C1)N1c2ccccc2Sc2ccc(Cl)cc21 (stereo unspecified)	-9	0.9	-2	-6	8	1	4	-2	0.5	-7
CCCSc1nc(N)c2c3c(sc2n1)CN(C)CC3	-8	-2.3	2	50	-2	·	-11	-1	-1.5	12
CCC(C)(C)C(=O)Nc1ccc(C(N)=O)cc1	0	-0.6	-1	-7	8	·	-6	-2	-0.2	-4
COc1ccc(N=C2NN=C(c3ccc4c(c3)OCCO4)CS2)cc1	2	-0.5	8	13	2	2	1	-2	-0.4	4
CCC(/C=C1\Sc2ccc(OC)cc2N1CC)=C\c1sc2ccc(OC)cc2[n+]1CCCS(=O)(=O)[O-]	134*	-7.6	2	-53	?	-2	i	9	4.5	-5
CSc1ncc(C(=O)O)n1-c1ccc(F)cc1	-1	-0.7	-5	1	9	-5	-2	-2	1.6	-5
